MPTP inh – permeability transition pore inhibition | isolated mouse mitochondria, Ca2+ swelling absorbance, 30 min | 1.4% of 360,000 active | inhibition, % at 10 µM;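 active = inhibition of 50% or more, scaled per plate between neutral and stimulator controls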;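 note: 0% = DMSO wells given calcium and 100% = 1 mM EGTA wells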
APOBEC3A inh – blocks human APOBEC3A ssDNA deamination. P31941. recombinant A3A, FAM/TAMRA ssDNA deamination fluorescence. inhibition, % at 20 µM. 0.41% of 330,000 active. AID 493011;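 active = at least 40% inhibition at 20 µM here, with at most 30% in a related deaminase screen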;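 note: plate controls were A3A with DMSO for no effect and wells lacking A3A enzyme for full effect; some results filed as inactive read as strong as hits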
Target sequence (P31941 whole entry, looked up): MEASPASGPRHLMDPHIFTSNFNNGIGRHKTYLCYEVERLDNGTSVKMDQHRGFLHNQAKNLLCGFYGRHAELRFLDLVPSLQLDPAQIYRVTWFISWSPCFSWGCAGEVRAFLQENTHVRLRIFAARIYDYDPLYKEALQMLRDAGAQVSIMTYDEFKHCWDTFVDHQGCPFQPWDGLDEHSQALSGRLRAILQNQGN
hIAP block – blocks human intestinal alkaline phosphatase; purified IAP, CDP-Star luminescence, 30 min; inhibition, % at 10 µM; 0.12% of 330,000 active; AID 2544;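 active = inhibition reaching a set limit with compound at 10 µM in the primary screen, cut at about 35% in these data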;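 note: plate controls were DMSO wells with enzyme for no effect and no-enzyme buffer wells for full effect; values of inactives mirror those of a sister screen read the other way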
Target sequence (P09923 whole entry, looked up): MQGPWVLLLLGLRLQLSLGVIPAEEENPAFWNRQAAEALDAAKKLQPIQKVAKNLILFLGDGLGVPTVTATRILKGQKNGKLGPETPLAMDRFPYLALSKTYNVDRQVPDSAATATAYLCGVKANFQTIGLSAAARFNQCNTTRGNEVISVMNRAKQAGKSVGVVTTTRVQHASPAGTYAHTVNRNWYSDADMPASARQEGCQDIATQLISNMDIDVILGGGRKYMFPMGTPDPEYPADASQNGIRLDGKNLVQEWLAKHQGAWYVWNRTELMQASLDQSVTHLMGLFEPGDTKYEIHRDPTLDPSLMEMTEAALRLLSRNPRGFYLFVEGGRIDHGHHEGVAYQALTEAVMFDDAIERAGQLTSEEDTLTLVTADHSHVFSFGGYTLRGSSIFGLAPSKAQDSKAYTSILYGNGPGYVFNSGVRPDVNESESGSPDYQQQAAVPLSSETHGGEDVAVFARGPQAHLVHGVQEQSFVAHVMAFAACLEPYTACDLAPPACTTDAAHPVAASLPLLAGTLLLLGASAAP
mIAP block – blocks mouse intestinal alkaline phosphatase; AID 2806; inhibition, % at 10 µM; 0.2% of 330,000 active; purified mouse IAP, CDP-Star luminescence, 30 min;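 active = inhibition of at least 40% at 10 µM in the primary screen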;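 note: plate controls were DMSO with enzyme for no effect and no enzyme wells for full effect; values of inactives mirror those of a sister screen read the other way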
ATG4B inh – ATG4B (human) cysteine protease inhibition | Q9Y4P1 | ATG4B cleavage of LC3-PLA2, NBD-HPC fluorescence, 1 h | inhibition, % at 8.33 µM | 0.51% of 340,000 active | AID 504462; in the data active = inhibition above about 40%
mIAP activ – mouse IAP activation; muIAP, CDP-Star luminescence, 30 min; stronger effect = higher value; 1 = vehicle-only enzyme signal, 0 = enzyme-free wells; activation factor at 10 µM; 0.24% of 330,000 active; AID 2805;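 active = activation factor of at least 2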; note: the source names both 10 and 20 µM as test concentration; values of inactives mirror those of a sister screen read the other way
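Assay system: mouse IAP enzyme / Compound: DMSO-dissolved test compounds / Timing: 30 min, room temperature / Measured by: luminescence from enzymatic CDP-Star hydrolysis / Control set: DMSO-only wells, enzyme-free buffer wells as negative control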
hIAP activ – increases human intestinal alkaline phosphatase activity. activation factor at 10 µM. 0.16% of 330,000 active. AID 2524. P09923. purified human IAP, CDP-Star luminescence, 30 min; stronger effect = higher value; 1 = vehicle-only enzyme, 0 = enzyme-free background;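 active = activation factor of the enzyme at least 2-fold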; note: the source names both 10 and 20 µM as test concentration; values of inactives mirror those of a sister screen read the other way
A3G deaminase – blocks human APOBEC3G single-stranded DNA deamination. recombinant A3G, ssDNA deamination FAM/TAMRA fluorescence. Q9HC16. 0.28% of 330,000 active. inhibition, % at 20 µM;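 active = inhibition of at least 40% at 20 µM, with no more than 30% in the related APOBEC3A deaminase screen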;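 note: plate controls were DMSO wells with A3G for no effect and wells lacking A3G enzyme for full effect; some compounds called inactive have numbers as strong as hits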
MIN6 prolif – MIN6 beta-cell proliferation induction | MIN6 cells proliferation, ATPlite luminescence, 48 h; cells starved in 0.2% serum; 100% = growth in 10% serum | 0.29% of 330,000 active | proliferation, % at 10 µM;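 active = compounds whose signal lies at least 3.5 SD above the mean of all wells on their plate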;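 note: 0% = DMSO-treated cells in low-serum medium and 100% = 10% serum control; some compounds called inactive have numbers as strong as hits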
* marks the source's active call; other numbers are inactive results. Rows are unselected. About 3.3% of those tested had a hit in this group.

SMILES | MPTP inh | APOBEC3A inh | hIAP block | mIAP block | ATG4B inh | mIAP activ | hIAP activ | A3G deaminase | MIN6 prolif
Cc1c(O)ccc2c(CN3CCN(CCO)CC3)cc(=O)oc12 | 1.7 | -4 | -8 | -6 | 5 | 1.1 | 1.1 | -5 | -2
Cc1cccc(NC(=O)CSc2nc(=O)n(CCN3CCOCC3)c3c2CCCC3)c1C | 2.6 | -3 | 8 | 3 | -1 | 0.97 | 0.92 | -5 | 0
COC(C(=O)Nc1ccc(NC(=O)C(OC)c2ccccc2)cc1)c1ccccc1 (stereo not given) | 1.9 | 2 | 0 | -7 | -3 | 1.1 | 1 | 2 | 1
CCOc1cccc(C(=O)Nc2ccc3oc(Cc4ccc(Cl)cc4)nc3c2)c1 | -1.6 | 1 | -16 | -14 | -21 | 1.1 | 1.2 | 1 | -6
COC(=O)Cc1c(C)c2ccc(OC(C)C)cc2oc1=O | 1.4 | 3 | 10 | 7 | -7 | 0.93 | 0.9 | 3 | 1
CCCOC(=O)Nc1sc2c(c1C(N)=O)CCCC2 | 1.1 | -5 | 5 | -5 | 3 | 1 | 0.95 | -10 | 1
CNC(=O)Cn1c(C)cc(=O)c2cccc(C)c21 | -0.7 | 0 | -4 | -4 | -3 | 1 | 1 | -9 | 3
Cc1ccc(C(=O)O)cc1S(=O)(=O)N1CCOCC1 | -0.7 | 2 | -9 | -4 | 4 | 1 | 1.1 | -2 | 5
COc1ccccc1NC(=O)CCC(=O)c1ccc(-c2ccccc2)cc1 | 0.6 | 10 | 15 | 8 | -2 | 0.92 | 0.85 | -1 | 0
Cc1cc(OCCCC(=O)Nc2cccc(-n3cnnn3)c2)ccc1Cl | 3.5 | -1 | 24 | -12 | -16 | 1.1 | 0.77 | 1 | -5
CCOC(=O)c1nc(N/N=C/c2ccccc2)sc1Br | 1.7 | -4 | -8 | 7 | 0 | 0.93 | 1.1 | -7 | -3
CCOC(=O)C1=C(c2ccccc2)NC(=O)NC1c1cc(OC)c(O)c([N+](=O)[O-])c1 (stereo not given) | 0.7 | -6 | 15 | 6 | -3 | 0.94 | 0.85 | -7 | -2
COC(=O)Cc1c(C)nc2nc(-c3ccc(C)cc3)[nH]n2c1=O | -1.6 | 7 | 9 | -4 | -9 | 1 | 0.91 | -1 | -6
O=c1oc2ccccc2n1CSc1nc2ccccc2s1 | 1.7 | -3 | 1 | -3 | -6 | 1 | 0.99 | 1 | -4
CCCCOc1ccc(C(=O)OC(C)CN(C)C)cc1 (stereo not given) | -2.2 | -6 | 4 | 14 | 5 | 0.86 | 0.96 | -7 | 3
N#C/C(=C\c1ccccc1)C(=O)NC(=O)Oc1ccccc1 | -1.1 | -1 | 38* | -3 | 1 | 1 | 0.62 | -2 | 1
O=C(Nc1ccncc1)c1cccc(S(=O)(=O)N2CCOCC2)c1 | -1.1 | 3 | -5 | 5 | -3 | 0.95 | 1.1 | -5 | 1
COc1ccccc1NC(=O)Cn1nnc(-c2ccccc2NC(=O)c2cccs2)n1 | 0.8 | -6 | -11 | -6 | -7 | 1.1 | 1.1 | -4 | -4
Cc1n[nH]c(=O)c2c(NC(=O)CSc3nnnn3-c3ccccc3)oc(C)c12 | -1.3 | -2 | 1 | 6 | 2 | 0.94 | 0.99 | -10 | -2
CCOc1ccc(Br)cc1C(=O)N/N=C/c1c[nH]c2ccccc12 | 0.0 | -3 | -20 | 1 | -10 | 0.99 | 1.2 | -7 | -1
OC(COc1ccc2cc(Br)ccc2c1)CN1CCN(c2ccccn2)CC1 (stereo not given) | 2.2 | 1 | -13 | -5 | -26 | 1 | 1.1 | 1 | -2
C/C(=N\Nc1ccc(C#N)cc1[N+](=O)[O-])c1ccc(O)cc1 | 8.3 | 3 | 29 | 16 | 2 | 0.84 | 0.71 | -6 | 0
O=C(CN1CCN(c2ccc(O)cc2)CC1)NCC(=O)Nc1ccc(F)c(F)c1F | 0.3 | -1 | 8 | -5 | 0 | 1.1 | 0.92 | 13 | -7
Cc1ccnc(N2C(=O)c3ccccc3C2=O)c1 | 1.7 | -1 | 1 | 7 | 6 | 0.93 | 0.99 | -6 | -3
CC(NC(=O)CN1CCN(c2ccc(Cl)cc2)CC1)c1ccccc1 (stereo not given) | 0.9 | 0 | 7 | 9 | -4 | 0.91 | 0.93 | -2 | -2

4 compounds out of the list, sorted by heavy-atom count, ascending.
SMILES | MPTP inh | APOBEC3A inh | hIAP block | mIAP block | ATG4B inh | mIAP activ | hIAP activ | A3G deaminase | MIN6 prolif
CCCOC(=O)Nc1sc2c(c1C(N)=O)CCCC2 | 1.1 | -5 | 5 | -5 | 3 | 1 | 0.95 | -10 | 1
CC(NC(=O)CN1CCN(c2ccc(Cl)cc2)CC1)c1ccccc1 (stereo not given) | 0.9 | 0 | 7 | 9 | -4 | 0.91 | 0.93 | -2 | -2
Cc1cc(OCCCC(=O)Nc2cccc(-n3cnnn3)c2)ccc1Cl | 3.5 | -1 | 24 | -12 | -16 | 1.1 | 0.77 | 1 | -5
O=C(CN1CCN(c2ccc(O)cc2)CC1)NCC(=O)Nc1ccc(F)c(F)c1F | 0.3 | -1 | 8 | -5 | 0 | 1.1 | 0.92 | 13 | -7

Further records follow.
SMILES | MPTP inh | APOBEC3A inh | hIAP block | mIAP block | ATG4B inh | mIAP activ | hIAP activ | A3G deaminase | MIN6 prolif
CC(Sc1c[nH]c2ccccc12)C(=O)O (stereo not given) | 0.3 | -4 | 5 | 18 | 3 | 0.82 | 0.95 | -6 | 0
O=C1C2ON(c3ccccc3)C(c3cccnc3)C2C(=O)N1c1ccc(Cl)c(Cl)c1 (stereo not given) | 5.5 | 1 | -44 | 2 | 20 | 0.98 | 1.4 | -9 | -1
Cc1cccc(NC(NC(=O)c2cccnc2)C(Cl)(Cl)Cl)c1 (stereo not given) | 4.6 | -4 | 1 | 8 | -11 | 0.92 | 0.99 | -3 | -3
Cc1ccc(-c2nnn(CC(=O)N(CCN3CCOCC3)C(C(=O)NC3CCCC3)c3ccncc3)n2)o1 (stereo not given) | -0.4 | 3 | 9 | 9 | -35 | 0.91 | 0.91 | -10 | -4
Cc1cc(C)nc(-n2nc(C)c3c(C(=O)O)cc(-c4cccc(Br)c4)nc32)n1 | 0.2 | 5 | 19 | 0 | -4 | 1 | 0.81 | 4 | -1
COc1ccc(CN(C(=O)CN2C(=O)COc3ccccc32)C2CCCC2)c(OC)c1 | -1.2 | 4 | 14 | -8 | 4 | 1.1 | 0.86 | 0 | -2
COc1ccc(Br)cc1CN(C)C(=O)Cc1ccc(S(=O)(=O)N2CCOCC2)s1 | -0.7 | -2 | 12 | 13 | 5 | 0.87 | 0.88 | -11 | 2
Cc1c(C)[n+](=O)c(-c2ccc(F)cc2)c(C)n1[O-] | -0.4 | 4 | 12 | 6 | 0 | 0.94 | 0.88 | 0 | -3
CCc1ccc2nc3sc(C(=O)O)cc3cc2c1 | -0.9 | -1 | -23 | -2 | -9 | 1 | 1.2 | -10 | -4
COc1cc(C(=S)N2CCOCC2)cc(OC)c1OC(=O)c1ccc(C)cc1 | 1.2 | -1 | -9 | 8 | -11 | 0.92 | 1.1 | -2 | -1
Cc1c(O)ccc(C(=O)COc2ccccc2F)c1O | 31 | 1 | 14 | -13 | -4 | 1.1 | 0.86 | -1 | 3
Cc1cccc(NC(=O)c2cc3c(s2)-c2c(C)cccc2OC3)n1 | 2.4 | -1 | 1 | -5 | -3 | 1.1 | 0.99 | -4 | -1
CSCCC1NC2(C(=O)Nc3c2ccc(Cl)c3C)[C@@H]2C(=O)N(C3CCCC3)C(=O)[C@H]12 (stereo not given in full) | -0.6 | 16 | -1 | -7 | -1 | 1.1 | 1 | 3 | -3
CN(C)S(=O)(=O)c1cccc(C(=O)OCC(=O)NC2CCCc3ccccc32)c1 (stereo not given) | 0.0 | -3 | 2 | 6 | 4 | 0.94 | 0.98 | -9 | -1
COc1ccc(CCNC(=O)c2ccc(N(C)S(=O)(=O)c3ccc(C)cc3)cc2)cc1 | 1.1 | 4 | 2 | -8 | 1 | 1.1 | 0.98 | 4 | -3
COc1cc(OC)c(C2=NOC(C(=O)NCc3cccs3)C2)cc1Cl (stereo not given) | 0.6 | -1 | -30 | -12 | -10 | 1.1 | 1.3 | -8 | -4
CCOc1ccc(C(=O)N(Cc2ccccc2)c2cccc(C)c2)cc1OC | 2.1 | 12 | -2 | 0 | 7 | 0.99 | 1 | -9 | -5
O=C(C[C@H]1C/C=C\CC[C@H](Cc2ccc(F)cc2)C(=O)OC[C@H]2CCCN2C1=O)N[C@H](CO)Cc1ccccc1 | 0.0 | -2 | -7 | -6 | -15 | 1.1 | 1.1 | -4 | -2
CCC1CCC/C1=N\NC(=O)c1ccccc1C (stereo not given) | 1.4 | -2 | 3 | -18 | -3 | 1.2 | 0.97 | 5 | -2
CC(=O)C1=C(O)C(=O)N(Cc2ccccc2)C1c1ccc(Cl)cc1 (stereo not given) | 0.7 | -3 | 5 | 4 | 4 | 0.96 | 0.95 | -8 | -1
CCCCCOC(=O)Nc1ccc(S(=O)(=O)Nn2cnnc2)cc1 | -0.2 | 5 | 9 | -15 | 4 | 1.1 | 0.91 | 3 | -2
CCOC(=O)c1ccc(S(=O)(=O)N2CCN(CCc3ccncc3)CC2)cc1 | -1.2 | 2 | 9 | -4 | -6 | 1 | 0.91 | -3 | 2
CCc1cc2c(=O)n(CC(=O)NC3CCCCC3)cnc2s1 | -0.7 | -3 | -5 | 6 | -4 | 0.94 | 1.1 | -6 | 0

Reformatted as labelled records: part of the list above
> COc1ccccc1NC(=O)Cn1nnc(-c2ccccc2NC(=O)c2cccs2)n1
  MPTP inh = 0.8 | APOBEC3A inh = -6 | hIAP block = -11 | mIAP block = -6 | ATG4B inh = -7 | mIAP activ = 1.1 | hIAP activ = 1.1 | A3G deaminase = -4 | MIN6 prolif = -4

> Cc1n[nH]c(=O)c2c(NC(=O)CSc3nnnn3-c3ccccc3)oc(C)c12
  MPTP inh = -1.3 | APOBEC3A inh = -2 | hIAP block = 1 | mIAP block = 6 | ATG4B inh = 2 | mIAP activ = 0.94 | hIAP activ = 0.99 | A3G deaminase = -10 | MIN6 prolif = -2

Just MPTP inh, hIAP activ and APOBEC3A inh (5 entries from above):
structure	MPTP inh	hIAP activ	APOBEC3A inh
CC(NC(=O)CN1CCN(c2ccc(Cl)cc2)CC1)c1ccccc1 (stereo not given)	0.9	0.93	0
Cc1ccnc(N2C(=O)c3ccccc3C2=O)c1	1.7	0.99	-1
O=C1C2ON(c3ccccc3)C(c3cccnc3)C2C(=O)N1c1ccc(Cl)c(Cl)c1 (stereo not given)	5.5	1.4	1
COC(C(=O)Nc1ccc(NC(=O)C(OC)c2ccccc2)cc1)c1ccccc1 (stereo not given)	1.9	1	2
CCc1cc2c(=O)n(CC(=O)NC3CCCCC3)cnc2s1	-0.7	1.1	-3
